Assay outcomes (PubChem BioAssay)
Pin1 inhibitor – qHTS Assay to Find Inhibitors of Pin1. Peptidyl-prolyl cis-trans isomerase NIMA-interacting 1 (Homo sapiens), Q13526. Pin1 FP peptide displacement, HiFluor488, 10 min. Potency, µM (highest dose often 115 µM), for inactives: at the top dose activity, negative = inhibition, most hits filed as inhibitors. hit rate 0.009% among 390,000. AID 504891, 2011; active = well fitted inhibition curve with a large enough effect in the polarisation, with a control signal flat, not every such curve was filed as active; inconclusive = small, poorly fitted or top-dose-only effect, or effect the other way, or a change in a side signal; inactive = no such curve, though single readings can be large or run the other way; the % refers to the polarisation; note: potency is the fitted concentration of half-maximal effect; % is set by controls: 0 for no effect and ±100 for the full control effect
Target sequence (Q13526 whole entry, looked up): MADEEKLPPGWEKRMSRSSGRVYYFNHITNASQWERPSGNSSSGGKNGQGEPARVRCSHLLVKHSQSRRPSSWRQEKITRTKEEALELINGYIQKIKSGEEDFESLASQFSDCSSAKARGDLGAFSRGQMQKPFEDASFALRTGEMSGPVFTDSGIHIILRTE
JMJD2A Tudor inh – qHTS Assay for Inhibitors of JMJD2A-Tudor Domain; Lysine-specific demethylase 4A (Homo sapiens), O75164; AlphaScreen JMJD2A-Tudor / H3K4me3 peptide binding; Potency, µM (titrated, usually from 114 µM), for the others: at the top dose activity change, negative = inhibition, most hits filed as inhibitors; hit rate 4.4% among 390,000; AID 504339, 2011; note: potency is the fitted concentration of half-maximal effect; % is set by controls: 0 for no effect and ±100 for the full control effect; nearly all actives have a fitted effect of over 50% in size
PI4K2A block – qHTS for small molecular inhibitors of PI4K2A; Phosphatidylinositol 4-kinase type 2-alpha (Homo sapiens), Q9BTU6; purified PI4K2A, ADP-Glo luminescence, 1 h; hits give low values; activity change, negative = inhibition, % at 76.9 µM; hit rate 0.13% among 420,000; AID 1346378, 2018; in the data active = activity change below about -50%; inconclusive = mostly about -30% to -49%;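 note: -100% = wells without enzyme as full effect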
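ADP-Glo luminescence measured ADP generated by PI4K2A enzyme (4 ug/mL before mixing) with 1.2 mM PI substrate (pre-mix) and 300 microM ATP (pre-mix). Tris pH7.5 buffer with MgCl2, Triton X-100; 1 h reaction at ambient temperature.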
BAZ2B block – qHTS Assay for Inhibitors of BAZ2B; Bromodomain adjacent to zinc finger domain protein 2B (Homo sapiens), Q9UIF8; AlphaScreen BAZ2B-H3K14Ac peptide displacement; Potency, µM (highest dose often 114 µM), for inactives: top-dose activity change, negative = inhibition, hits mostly inhibitors; hit rate 4.4% among 360,000; AID 504333, 2011; note: potency is the fitted concentration of half-maximal effect; % is set by controls: 0 for no effect and ±100 for the full control effect; nearly all actives have a fitted effect of over 60% in size
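AlphaScreen displacement of biotin-H3(5-23)K14Ac peptide (50 nM final) from BAZ2B (50 nM final) in PBS pH 7.4, 0.01% Tween-20; complex preformed 30 min RT, then compounds (top 110 uM) 30 min RT, beads 20 min dark.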
HP1b binding inh – HTS for Inhibitors of HP1-beta Chromodomain Interactions with Methylated Histone Tails; Chromobox protein homolog 1 (Homo sapiens), P83916; AlphaScreen HP1-beta / biotin-H3K9me3 peptide binding; Potency, µM (series often up to 114 µM), for the others: at the top dose activity change, negative = inhibition, hits mostly inhibitors; hit rate 0.56% among 390,000; note: potency is the fitted concentration of half-maximal effect; nearly all actives have a fitted effect of over 70% in size; inactives centre near 23
Target sequence (P83916 whole entry, looked up): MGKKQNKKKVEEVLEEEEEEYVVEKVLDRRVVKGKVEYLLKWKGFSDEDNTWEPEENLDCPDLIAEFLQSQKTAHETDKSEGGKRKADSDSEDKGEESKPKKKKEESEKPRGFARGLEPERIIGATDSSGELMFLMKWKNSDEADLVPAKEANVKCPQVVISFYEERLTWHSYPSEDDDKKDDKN
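AlphaScreen: HP1-beta (50 nM) preformed 30 min with biotin-H3(1-18)K9me3 peptide (50 nM) in PBS pH 7.4, 0.01% Tween-20. Compound added for 30 min at RT, then streptavidin donor/nickel chelate acceptor beads (10 ug/mL) for 30 min.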
ERG Ets-DNA blk – qHTS for Small Molecule Inhibitors of the ERG Ets/DNA interaction. fluorescence polarization, His-ERG Ets domain / labelled DNA. Potency, µM (highest dose often 76.9 µM), without a hit: at the top dose FP activity, negative = inhibition, hits mostly inhibitors. hit rate 0.028% among 370,000. AID 624246, 2012; active = well fitted inhibition curve with a large enough effect in the polarisation, with a control signal flat; inconclusive = small, poorly fitted or top-dose-only effect, or effect the other way, or a change in a side signal; inactive = no such curve, though single readings can be large or run the other way; the % refers to the polarisation;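 note: polarization taken with two DNA probes labelled with fluorescein and Texas red; potency is the fitted concentration of half-maximal effect; % of control where 0% means no effect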
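His-tagged ERG Ets domain (1 uM in the protein solution; 300mM KCl, 50mM Tris-HCl, 1mM EDTA, 1mM DTT, pH 7.5) received compound, then a probe mix of 5 nM fluorescein-DNA and 100nM Texas-615-DNA. Fluorescence polarization was read for both dyes.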
Tb PGK inh – qHTS Assay to Find Inhibitors of Phosphoglycerate Kinase | PGK/GAPDH coupled, Kinase-Glo luminescence, 60 min | Potency, µM (series often up to 57.5 µM), inactives show at the top dose activity change, negative = inhibition, hits mostly inhibitors | hit rate 0.043% among 380,000 | AID 602233, 2012; note: potency is the fitted concentration of half-maximal effect; % is set by controls: 0 for no effect and ±100 for the full control effect; nearly all actives have a fitted effect of over 60% in size
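Luminescent ATP detection (Kinase-Glo Plus) follows a 60-minute room-temperature incubation, with wells lacking PGK as controls. Buffer: 100 mM TEA (pH 7.6), 5 mM MgCl2, 0.01% Tween-20. Coupling enzyme GAPDH (100 nM final) supplies unstable 1,3-BPG in-well.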
GLS inhibitor – qHTS for Inhibitors of Glutaminase (GLS); Glutaminase kidney isoform, mitochondrial (Homo sapiens), O94925; GLS enzymatic activity, qHTS titration; Potency, µM (top dose mostly 45.5 µM), for the others: at the top dose activity change, negative = inhibition, usual class: inhibitors; hit rate 0.21% among 410,000; AID 624170, 2012; note: potency is the fitted concentration of half-maximal effect; % is set by controls: 0 for no effect and ±100 for the full control effect
Target sequence (O94925 whole entry, looked up, canonical isoform): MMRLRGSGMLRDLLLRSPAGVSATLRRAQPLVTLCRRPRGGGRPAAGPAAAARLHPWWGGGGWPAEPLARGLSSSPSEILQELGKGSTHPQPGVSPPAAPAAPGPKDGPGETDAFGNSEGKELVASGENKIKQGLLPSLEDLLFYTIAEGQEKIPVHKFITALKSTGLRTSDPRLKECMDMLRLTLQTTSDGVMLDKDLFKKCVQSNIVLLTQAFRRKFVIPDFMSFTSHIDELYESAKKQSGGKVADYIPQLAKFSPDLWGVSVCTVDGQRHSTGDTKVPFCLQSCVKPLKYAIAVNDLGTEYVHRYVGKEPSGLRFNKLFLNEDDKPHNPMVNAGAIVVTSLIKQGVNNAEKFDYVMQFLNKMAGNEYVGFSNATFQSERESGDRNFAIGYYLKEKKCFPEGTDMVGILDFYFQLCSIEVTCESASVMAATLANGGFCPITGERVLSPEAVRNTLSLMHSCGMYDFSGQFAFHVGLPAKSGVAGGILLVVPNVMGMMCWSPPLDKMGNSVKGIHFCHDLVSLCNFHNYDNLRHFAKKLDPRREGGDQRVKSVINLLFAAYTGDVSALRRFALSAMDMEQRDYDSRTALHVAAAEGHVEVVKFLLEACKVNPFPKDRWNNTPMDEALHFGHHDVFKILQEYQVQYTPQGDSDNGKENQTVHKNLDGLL
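Two-point fluorescence kinetic (t0, 30 min RT) for hKGA; glutamate detected via glutamate oxidase–HRP–Amplex Red. Substrate: 1 mM L-glutamine solution; buffer 45 mM KH2PO4, pH 8.2.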
G9a inh – qHTS Assay for Inhibitors of Histone Lysine Methyltransferase G9a. Histone-lysine N-methyltransferase EHMT2 (Homo sapiens), Q96KQ7. G9a H3K9 monomethylation, AlphaScreen, 2 h. Potency, µM (titrated, usually from 102 µM), without a hit: top-dose activity, negative = inhibition, most hits filed as inhibitors. hit rate 8.8% among 350,000. AID 504332, 2011; note: potency is the fitted concentration of half-maximal effect; % is set by controls: 0 for no effect and ±100 for the full control effect; nearly all actives have a fitted effect of over 75% in size
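Chemiluminescent proximity detection of H3K9 monomethylation, read after 10 min bead incubation in the dark. Reaction: 20 nM G9a, 500 nM biotin-H3K9 peptide, 20 uM SAM cofactor, 2 h, room temperature, following 15 min enzyme-compound preincubation.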
Active calls of the source: *; i = inactive; ? = inconclusive; · = not tested or not shown; & = joins results of further samples; [ ] = dose if it differs, or a comment. Unless noted, calls come from the whole dose curve; as a rule, active = well fitted curve in the direction sought with a large enough effect; inconclusive = small, poorly fitted or top-dose-only effect, or another doubt; inactive = no such curve, though single readings can be large; an effect the other way counts as inactive or inconclusive.

SMILES	Pin1 inhibitor	JMJD2A Tudor inh	PI4K2A block	BAZ2B block	HP1b binding inh	ERG Ets-DNA blk	Tb PGK inh	GLS inhibitor	G9a inh
CCc1ccc(C(=O)COC(=O)c2cc([N+](=O)[O-])ccc2N2CCOCC2)cc1	-4%	?	-1	-8%	-8%	7%	-8%	-3%	?
CC(=O)NCCC(=O)Nc1sc2c(c1-c1nc3ccccc3[nH]1)CCCC2	13%	-29%	4	-30%	15%	0%	0%	0%	9%[12.7 µM]
Cc1ccccc1NC(=S)N1CCN(Cc2ccccc2)CC1	3%	-10%	2	-4%	23%	0%	-6%	10%	12%
CCN(CC)CCCNC(=O)C1CCN(C(=O)c2cc3sccc3n2Cc2ccc(F)cc2)CC1	-2%	-16%	-4	-10%	21%	·	·	-5%	-9%
O=C1NCC(O)=C1C=NC12CC3CC(CC(C3)C1)C2	-1%&1%	0%&-11%	-2&2	-5%&11%	14%&28%	·	-4%	0%&21%	10%[12.7 µM]
Cc1ccc(S(=O)(=O)c2c(C)cc(C)nc2Oc2cccc(C(F)(F)F)c2)cc1	5%	18%	-3	12%[57.1 µM]	49%[activator]	-5%	-2%	-13%	91%[activator]
O=C(Nc1ccccc1)C1=C[C@@H](c2csc3ccccc23)C[C@@H](OCc2ccc(CO)cc2)O1	84%[activator]	-27%	-1	-30%	15%	17%	-10%	4%	-4%[12.7 µM]
S=c1sc2c(N3CCOCC3)ncnc2n1-c1ccccc1	-4%	-9%	0	-2%	34%	-6%	-3%	-1%	?
Cc1noc(C)c1S(=O)(=O)N1CCC(C(=O)N2CCN(C(=O)c3ccco3)CC2)CC1	4%	14%	-2	4%	49%	-4%	-5%	-8%	-3%
CCC1(c2ccccc2)NC(=O)N(CC(=O)c2ccc3c(c2)OCO3)C1=O (centres undefined)	-5%	-15%	-1	8%	-5%	-2%	-10%	-2%	-7%
O=S(=O)(c1ccccc1)n1nc(-c2ccccc2)nc1NCc1ccco1	13%	-13%	3	-38%	3%	-6%	i	-5%	?
CC(C)C(=O)NCCc1nc2ccccc2n1C	-5%	-1%	4	4%	37%	1%	-3%	-22%	5%[12.7 µM]
O=S(=O)(Nc1ncccn1)c1ccc(NC(=S)N2CCN(c3cccc(C(F)(F)F)c3)CC2)cc1	-7%	-11%	4	·	28%	-23%	-1%	4%	·
COc1ccc(-n2c(SCC(=O)N3CCC(C)CC3)nc3c([nH]c4ccccc43)c2=O)cc1	1%	-2%	2	6%	13%[57 µM]	1%	-4%	-14%	4%[59 µM]
C/C(=N\NC(=O)c1cccs1)c1cccnc1	0%	18µM*	3	·	-10%	-4%	-1%	?	-8%
CCOc1ccc(S(=O)(=O)NCCC(=O)N(C)CC(=O)Nc2ccc(OC)cc2)cc1	1%	-8%	-4	-5%	26%	1%	4%	4%	19%
Cc1sc(NC(=O)COc2ccccc2)c(C#N)c1C	0%	-22%	1	-21%	?	0%	-4%	-10%	10µM*
CC1=C(C(=O)Nc2ccccc2)C(c2ccc(O)cc2)n2nc(SCc3ccccc3)nc2N1 (centres undefined)	7%	-14%	-10	?	38%	-4%	i	5%	-3%[59 µM]
CCOC(=O)C1(CCCc2ccccc2)CCN(C(=O)CCc2cnccn2)CC1	1%	-7%	5	-23%	59%[activator]	8%	i	1%	-2%
Cc1ccc(C)c(NC(=O)CCC(=O)OC(C(=O)c2ccccc2)c2ccccc2)c1 (centres undefined)	-3%	-6%	-3	6%	34%	-1%	0%	6%	7%
Cc1cc(C(=O)N[C@H](c2ccccc2)[C@@]2(C)C[C@@H]2[C@@H](C)C(=O)Nc2ccc3ccccc3c2)n(C)n1	12%	-21%	2	-34%	31%	4%	i	-1%	-5%
COc1ccc(CNC(=O)c2ccc3c(c2)N(Cc2cccc(Cl)c2)C(=O)c2ccccc2S3)c(OC)c1	12%	-5%	-4	0%	27%	0%	-6%	7%	-29%[59 µM]
COc1ccc(NC(=O)CSC2=Nc3ccccc3C3=NC(CCC(=O)NCc4ccco4)C(=O)N23)cc1 (centres undefined)	6%	-8%	3	-3%	29%	10%	-7%	-19%	5%[59 µM]
O=C(NCc1ccco1)c1cccc(S(=O)(=O)N2CCCC2)c1	-1%	-27%	1	-19%	?	3%	-3%	-4%	-29%
COc1cccc(C(=O)Nc2cc(-c3ccccc3)nn2-c2ccccc2)c1	10%	-2%	-2	5%	29%[57 µM]	0%	4%	-5%	3%[59 µM]
CCOC(=O)CSc1nnc(NC(=O)C2CC(=O)N(c3ccc(F)cc3)C2)s1 (centres undefined)	4%	-15%	-10	-21%	15%	1%	-4%	9%	63µM*
COc1cccc(-c2cn3c(n2)sc2cc(C(=O)NCCc4ccccc4)ccc23)c1	7%	-16%	-7	-3%	46%[activator]	-4%	7%	-13%	-8%[59 µM]
CCCCOP(=O)(c1ccc(N(C)C)cc1)C(O)c1c(Cl)cccc1Cl (centres undefined)	-3%	-21%	3	-2%	-2%	-12%	1%	1%	7%
COc1ccc(C)cc1S(=O)(=O)N(CC(=O)NC1CCCC1)c1ccc(F)cc1	3%	-4%	-5	0%	25%	10%	-1%	5%	50%
COc1ccccc1NC(=O)Nc1ccc2c(c1)OCCO2	9%	-14%[57.1 µM]	-6	-7%	19%	3%	-14%	-3%	10%
CS(=O)(=O)Nc1ccccc1Oc1ccccc1	3%	-5%	1	2%	32%	4%	-10%	1%	16%[59 µM]
CCC(Sc1nc2ncccc2[nH]1)C(=O)NC1CCC(C)CC1 (centres undefined)	-1%	-22%	-6	-20%	22%	1%	-8%	-1%	3%[12.7 µM]
CCOc1cccc(NC(=O)c2sc3nc(-c4ccc(F)cc4)ccc3c2N)c1	?	-8%	-2	4%	45%[activator]	-1%	-12%	6%	-16%[59 µM]
COC(=O)CSc1nc2c(cnn2-c2ccc(Cl)cc2)c(=O)[nH]1	-1%	3%	-5	3%	39%[activator]	-8%	-8%	6%	9%
COc1cc(C(=O)NCCNC(=O)c2cc(OC)c(C)c(OC)c2)cc(OC)c1C	-3%	-3%	-1	-11%	23%	-5%	8%	6%	32µM*
CCOC(=O)Oc1c(OC)cc(C(=O)O[C@@H]2C[C@@H]3CN4CCc5c([nH]c6cc(OC)ccc56)[C@H]4C[C@@H]3[C@H](C(=O)OC)[C@H]2OC)cc1OC	?	?	-5	?	11%	2%	-9%	-6%	8.9µM*
Nc1ccc(Oc2ccc(Cl)cc2)cc1	?	?	8	?	?	-5%	·	-5%	-21%[59 µM]
Cc1cc(C)n(Cc2ccc(NC(=O)c3nn(C)cc3[N+](=O)[O-])cc2)n1	-4%	-21%	5	-7%	10%	1%	-5%	-6%	8%[12.7 µM]
COc1ccc(CCNC(=O)CCCn2c(=O)c3ccccc3n(Cc3ccc(C)cc3)c2=O)cc1OC	14%	6%	-4	-3%	22%	4%	12%	-1%	-28%[59 µM]
CC(C)Cn1c(=O)c2ccccc2n2c(CCC(=O)NCc3ccccn3)nnc12	2%	-14%	0	-3%	30%	-10%	-11%	-2%	44%[59 µM]
CCCOc1ccc(NC(=O)CC2C(=O)N(c3cccc(OC)c3)C(=O)N2Cc2cccs2)cc1 (centres undefined)	?	-5%	-2	-17%	23%	6%	1%	2%	?
CN(Cc1cccs1)C(=O)C1CCN(S(=O)(=O)c2ccccc2)CC1	3%	-11%	-1	9%	22%	-9%	-6%	-9%	-18%[59 µM]
C=CCn1c(CNC(=O)c2ccco2)nnc1SCC(=O)c1ccc(F)cc1	7%	-8%	4	1%	17%	-4%	2%	4%	?
CCC(Sc1nnc(-c2ccc(F)cc2)c(-c2ccc(F)cc2)n1)C(=O)NC1CCCC1 (centres undefined)	-6%	-23%	-4	-2%	19%	-2%	-7%	?	3%[59 µM]
Cc1cc(C)cc(NC(=O)Nc2cccc(S(N)(=O)=O)c2)c1	13%	-1%	-1	-14%	13%	-8%	-7%	-3%	-2%
C=CCN=C(NC#N)SCC(=O)NCc1ccccc1	?	-11%	2	-3%	19%	17%	i	0%	7%
C=CCn1c(SCC(=O)Nc2ccc(C(=O)O)cc2)nc2sc(C)c(C)c2c1=O	3%	-7%	0	6%	33%	0%	-1%	-2%	3%[59 µM]
COc1cccc(CNC(=O)CCc2c(C)c3ccc(O)c(C)c3oc2=O)c1	?	-4%	3	-11%	43%[activator]	0%	-8%	7%	-2%[59 µM]
COC(=O)c1ccc(Sc2ccccc2NS(=O)(=O)c2ccc(C)cc2)nc1	-7%	-10%	-5	-25%	48%[activator]	1%	-7%	-8%	19%
CCOC(=O)c1c(C)oc2ncnc(Nc3ccc(OC)cc3OC)c12	-6%	-7%	-3	1%	31%	0%	-3%	3%	2%[59 µM]
Cc1cccnc1NC(=S)Nc1ccc(Br)cc1Cl	-1%	?	0	50µM*	?	-4%	-3%	-16%	?
